SARS 3CLpro inh = SARS-CoV 3CLpro protease inhibition | 290,000 compounds, 0.14% hits | P0C6X7 | AID 1706 | recombinant SARS-CoV 3CLpro, quenched FRET peptide cleavage | inhibition, % at 6 µM; in the data active means inhibition above about 12%
TcdB GH inh = inhibitors of Clostridioides difficile toxin B glycohydrolase; TcdB glycohydrolase enzymatic assay, plate reader; inhibition, % at 9.99 µM; 350,000 compounds, 0.24% hits; in the data active means inhibition above about 10%
VHR inh abs = blocks human VHR1 dual specificity phosphatase; inhibition, % at 13.3 µM; P51452; recombinant VHR phosphatase, pNPP absorbance; 290,000 compounds, 0.52% hits; in the data active means inhibition above about 50%; further: some compounds called inactive have numbers as strong as hits
Target sequence (P51452 whole entry, looked up): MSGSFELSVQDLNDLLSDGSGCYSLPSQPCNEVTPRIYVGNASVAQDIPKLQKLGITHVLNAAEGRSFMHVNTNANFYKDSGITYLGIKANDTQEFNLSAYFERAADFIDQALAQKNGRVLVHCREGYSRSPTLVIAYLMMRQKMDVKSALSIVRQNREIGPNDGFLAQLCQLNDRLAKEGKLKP
MazEF act = MazEF (E. coli) toxin RNase activation | P0AE70 | FAM/BHQ RNA-DNA oligo cleavage fluorescence, 5 h | activation, % at 20 µM | 350,000 compounds, 0.32% hits; in the data active means activation above about 50%
Target sequence (P0AE70 whole entry, looked up): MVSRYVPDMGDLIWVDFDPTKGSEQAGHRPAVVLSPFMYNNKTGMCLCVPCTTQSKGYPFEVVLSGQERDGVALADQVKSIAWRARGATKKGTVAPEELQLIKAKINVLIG
SSB-PriA inh = inhibitors of Klebsiella pneumoniae PriA binding to SSB C-terminal tail; AlphaScreen SSBct-PriA binding, biotinylated peptide; inhibition, % at 33 µM; 430,000 compounds, 0.6% hits; AID 1272365; in the data active means inhibition mostly above about 37%, no sharp cut-off; inactive means mostly below about 20%;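 further: plate controls were negative control peptide for no effect and reference peptide for full effect; strong numbers were not always called active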
BH1578 lux ind = quorum light induction in luxS cqsA deficient V. cholerae; V. cholerae BH1578 lux reporter, luminescence, 6 h; activation, % at 18.7 µM; 350,000 compounds, 0.16% hits; AID 588436; in the data active means activation mostly above about 9.7%, no sharp cut-off; inconclusive means no clear call, values can overlap the other calls; inactive means mostly below about 3.7%; further: not every result past the cut was called active; inactives centre near 0; reference of the scale not given here
Rv3671c inh = inhibits the M. tuberculosis serine protease Rv3671c; 320,000 compounds, 0.048% hits; inhibition, % at 5.96 µM; P9WHR9; in the data active means inhibition above about 38%;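 further: extracellular domain of Rv3671c used as enzyme; 0% = enzyme with DMSO and 100% = no enzyme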
Target sequence (P9WHR9 whole entry, looked up, the tested form may be a part): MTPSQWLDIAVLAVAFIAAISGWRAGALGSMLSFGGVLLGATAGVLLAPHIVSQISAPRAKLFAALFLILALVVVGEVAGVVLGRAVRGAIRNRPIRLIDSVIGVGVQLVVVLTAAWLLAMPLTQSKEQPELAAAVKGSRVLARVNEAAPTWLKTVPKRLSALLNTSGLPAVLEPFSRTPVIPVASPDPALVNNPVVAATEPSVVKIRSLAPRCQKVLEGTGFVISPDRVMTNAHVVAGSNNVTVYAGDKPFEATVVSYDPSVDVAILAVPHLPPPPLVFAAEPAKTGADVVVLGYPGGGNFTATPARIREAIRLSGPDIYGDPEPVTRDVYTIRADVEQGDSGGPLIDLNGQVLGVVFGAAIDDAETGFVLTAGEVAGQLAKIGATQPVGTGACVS
Y pestis TopoI = blocks Yersinia pestis topoisomerase I activity; 360,000 compounds, 0.064% hits; Y. pestis Topo-I cleavage product accumulation, plate reader; activity, % at 10 µM; AID 504884; in the data active means activity above about 50%, passing the limit was not always enough; inconclusive means no clear call, values can overlap the other calls; further: inactives centre near 2
PfHsp40 yeast = compounds rescuing yeast from Plasmodium falciparum HSP40 toxicity | S. cerevisiae expressing PfHsp40, growth rescue, ATP luminescence | 340,000 compounds, 0.68% hits | growth rescue, % at 12.5 µM | AID 504582; in the data active means growth rescue above about 28%, passing the limit was not always enough; inconclusive means no clear call, values can overlap the other calls;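 further: yeast W303a lacking pdr1 and pdr3 grown in galactose medium; growth measured after three days at 30 °C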
Anthrax LF inh2 = anthrax lethal factor protease inhibition. P15917. multiplex microsphere protease cleavage assay, LF. inhibition, % at 10 µM. 360,000 compounds, 0.12% hits. AID 588501; in the data active means inhibition above about 30%; inconclusive means no clear call, values can overlap the other calls; further: plate controls were buffer without enzyme for full effect and enzyme alone for no effect
An asterisk follows results filed as active; i = inactive; ? = inconclusive; · = not tested or not shown.

Values run as follows: VHR inh abs, PfHsp40 yeast, MazEF act, Y pestis TopoI, SARS 3CLpro inh, Rv3671c inh, TcdB GH inh, BH1578 lux ind, Anthrax LF inh2, SSB-PriA inh
O=C1[C@@H]2C(Cc3ccc(O)cc3)NC3(C(=O)Nc4ccc(F)cc43)[C@@H]2C(=O)N1c1ccccc1 (stereo not given in full)
    39.8, 0.3, -5.5, -7.5, -1.2, -5.5, ·, -0.4, -1.5, -12.5
CCOCCCn1c(=S)[nH]c2cc(C(=O)NCc3ccc(F)cc3)ccc2c1=O
    -25.6, -2.3, 2.0, -3.1, -4.9, 1.6, 1.7, -0.5, -1.1, -4.9
COc1ccc(N2CCN(C3CCCCC3NS(=O)(=O)c3ccccc3)CC2)cc1 (stereo not given)
    15.0, 0.4, 2.6, 21.0, -2.3, -3.5, -0.9, 2.0, -2.2, 22.7
CCC(C)N(C(=O)COC(=O)c1cc([N+](=O)[O-])ccc1N)C1CCS(=O)(=O)C1 (stereo not given)
    7.4, 1.1, 7.5, 8.3, -6.0, 3.5, 0.0, -0.7, -7.0, -9.2
O=C(CCCN1C(=O)C2CC=CCC2C1=O)Nc1cccc(F)c1 (stereo not given)
    17.9, -0.6, 5.5, 11.6, -1.1, 0.0, -0.3, -1.9, 3.6, -3.2
Cc1cc(NC(=O)CN2C(=O)NC(C)(c3ccccc3Cl)C2=O)no1 (stereo not given)
    ·, -0.7, 3.7, -3.9, ·, 7.1, 1.0, i, -0.9, -13.4
COc1ccc(-c2cc(-c3ccccc3)nc(Cl)n2)cc1OC
    51.3*, -0.3, -9.5, -6.1, 3.4, -16.5, 0.3, i, ·, -23.4
COC(=O)c1ccc(OCC(O)CN2CCOCC2)cc1 (stereo not given)
    17.8, -0.9, 14.4, -3.5, -4.2, -9.7, -0.6, 0.4, -3.0, -2.3
Cc1nc2nc(CSc3nc4ccccc4s3)cc(=O)n2[nH]1
    21.7, -1.7, 3.6, 6.0, 2.8, -7.6, ·, -0.3, -1.4, 2.0
COc1cccc(C2Oc3ccccc3C3CC(c4cccs4)=NN32)c1 (stereo not given)
    4.9, ·, 2.3, 4.8, -0.3, 6.4, 0.2, i, 1.8, 0.3
Cc1ccc2c(c1)c(=O)c1c3n2CCN(CC#N)C3CC1 (stereo not given)
    29.6, -0.5, -3.4, 19.7, -1.1, 7.1, 1.4, -0.3, -6.7, -2.0
Nc1c(C(=O)NCCc2ccc(Cl)cc2)sc2ccc(S(=O)(=O)N3CCCCC3)cc12
    25.3, ·, ·, ·, -0.4, -35.8, 0.7, ·, ·, ·
O=P(OCC1CC1)(c1ccccc1)c1ccccc1
    7.8, -1.1, -3.1, -1.4, -3.5, -1.3, -0.5, 0.7, 0.2, -14.9
Cc1cc(C)cc(NS(=O)(=O)c2c(C(=O)N3CCOCC3)c(C)n(C)c2C)c1
    27.7, 0.4, 9.7, 2.5, 1.5, 0.4, 0.6, i, -2.8, -10.2
Cc1oc(-c2ccc(Cl)cc2)cc1C(=O)O
    25.0, -0.8, -3.2, 1.3, 0.9, -3.4, -0.7, i, 14.6, -1.6
CC(=O)c1cccc(NC(=O)COc2nsnc2N2CCOCC2)c1
    -15.7, 0.9, -7.8, -5.5, 0.0, 1.6, ·, -2.0, -1.2, 5.8
CCOc1ccc(-c2cnc3cccnn23)cc1
    ·, ·, ·, 0.5, ·, ·, -8.2, -4.0, -1.7, ·
Cc1ccc(/C=C2/C(=O)ON=C2c2ccccc2)o1
    31.5, -0.2, 2.2, -12.5, 2.0, 6.9, 0.6, -0.6, 4.3, -7.5
Cc1ccc(SCCC(=O)N(C)CC(=O)Nc2c(C)cccc2C)cc1
    -3.0, 1.9, 0.8, 12.5, -2.6, -0.4, 0.7, -0.8, -4.4, 0.8
Cc1ccc(OCCCCCN2CCOCC2)c(Cl)c1
    ·, 0.9, 2.5, 8.0, ·, 4.7, 8.2, -0.3, -6.1, -9.0
CCc1ccc(N2CC(C(=O)N3CCCCCC3)CC2=O)cc1 (stereo not given)
    30.7, 0.3, -2.5, 8.2, 3.8, 3.7, 0.2, -1.3, -10.7, -15.2
COc1cc(OC)c(OC)cc1CNC(=O)c1ccc(COc2ccccc2)cc1
    12.5, -1.0, 5.0, 20.0, 2.5, 2.8, 0.2, i, -10.9, 7.5
Cc1c(NC(=O)Nc2ccc(C(C)(C)C)cc2)c(=O)n(-c2ccccc2)n1C
    24.4, -0.7, -2.3, -1.2, 2.2, 3.9, -0.2, i, 2.2, -5.4
COc1ccc(C(=O)N/N=C\c2coc3ccc(Cl)cc3c2=O)cc1
    5.9, 0.5, 31.4, 9.5, 5.3, -12.0, 0.6, -1.7, 0.9, ·
COc1cccc([C@@H]2CC=C(C(=O)O)[C@H](c3cccc(Cl)c3)N2S(=O)(=O)c2ccc(C)cc2)c1
    ·, 7.1, -4.6, 4.9, ·, -6.4, -0.5, -0.4, -0.5, -1.9
O=C(c1ccc(C(F)(F)F)cc1)N1CCC(=O)N(C(COCc2ccccc2)Cc2ccccc2)CC1 (stereo not given)
    11.4, 3.4, 5.0, 36.7, -0.3, 6.8, -0.5, i, -1.9, -22.3
Cc1ccc(CNn2cnnc2SCc2ccc(F)cc2)cc1
    8.8, 1.0, -0.7, 13.4, 5.5, 1.3, ·, -2.4, -2.9, -0.3
COc1ccccc1CNC(=O)COC(=O)c1cccc(S(=O)(=O)N2CCCCC2)c1
    33.3, -1.2, 8.0, 18.9, 2.5, -3.6, -2.2, -0.3, 0.9, -3.5
Cc1ccc(CCN2CC(C(=O)NCCCN3CCN(C)CC3)CC2=O)cc1 (stereo not given)
    29.4, 0.4, 5.0, 3.0, -2.1, 3.6, 0.3, ·, 0.2, -1.0
CCc1ccc(NC(=O)CSc2nc3ccccc3c(=O)n2CCCN2CCC(C)CC2)cc1
    16.5, -0.2, 0.1, 4.3, 2.5, -5.5, 0.1, 0.5, -5.2, 4.3
O=C(c1ccco1)N(CCC(c1ccccc1)c1ccco1)Cc1ccc(F)cc1 (stereo not given)
    19.7, -1.2, -2.3, -2.3, 6.7, -2.7, 0.4, -0.4, -2.0, -7.7
O=C(NCC1(N2CCCCC2)CCCCC1)c1ccc(S(=O)(=O)N2CCCC2)cc1
    33.5, 0.6, 2.9, 8.1, 5.4, -10.2, -1.2, 2.3, 1.8, 1.2
CC1CCN(C(=O)COC(=O)c2ccc3c(c2)OCCO3)CC1
    ·, 1.0, 7.5, 7.4, ·, -2.8, 0.6, 1.7, -8.0, 4.2
COc1ccc(CCNC(=O)CCn2c(=O)[nH]c3cc(OC)c(OC)cc3c2=O)cc1OC
    13.4, -0.2, 2.7, -4.4, 5.6, 5.6, ·, i, -3.6, -0.2
COC(=O)C(Cc1c[nH]c2ccccc12)NC(=O)C(C)C (stereo not given)
    9.7, 0.0, 3.5, -10.0, -2.6, -3.1, ·, i, 2.1, -7.9
COc1ccc(Cl)cc1C(=O)Nn1c(-c2cccs2)nc2ccccc2c1=O
    10.4, -0.5, 2.4, 4.1, 2.4, -5.8, 0.8, -0.3, -1.3, -13.1
COc1ccc(CCNC(=O)C(CCC(N)=O)NS(=O)(=O)c2ccc(Cl)cc2)cc1OC (stereo not given)
    14.6, 0.0, 0.1, 1.9, 3.4, -11.9, 0.0, i, -5.6, 1.1
O=C(O)c1cccnc1Sc1ncnc2sc3c(c12)CCC3
    19.1, 0.6, -12.0, -9.0, 0.3, 1.9, 1.9, 0.6, 2.7, 11.2
Cc1cccc(C(=O)Oc2cccc3c(O)cccc23)c1
    8.6, 2.6, 0.6, -9.7, 3.9, 1.1, 0.5, 0.5, 3.0, 2.2
CC(=O)Oc1ccccc1C1=NN(C(=O)/C=C/c2ccccc2)C(c2ccccc2)C1 (stereo not given)
    17.7, 1.5, -4.2, 0.9, -1.8, -16.4, ·, -0.3, -0.6, -13.6
Cc1cccc(OC(C)C(=O)OCC(=O)Nc2sccc2C(N)=O)c1 (stereo not given)
    ·, 1.3, 1.4, -2.7, ·, -9.0, 1.3, -13.4, -2.3, -6.4
CCOC(=O)c1cccc(NC(=O)CCS(=O)(=O)c2cccs2)c1
    3.6, 0.1, 2.3, 3.9, -4.8, 0.7, ·, i, -7.8, -10.5
O=C(CNC1CCCCC1)Nc1ccc([N+](=O)[O-])cc1C(=O)Nc1ccccc1F
    27.4, 0.3, -3.0, 6.9, 4.6, 7.2, 0.3, -0.5, 1.9, 8.9
COc1ccc(NC(=O)Cn2c(=O)oc3ccccc32)cc1
    -16.3, 0.1, 5.0, 1.6, -0.8, -1.6, 0.4, i, -2.1, -0.5
O=C1CCC(C(=O)OCC(=O)C23CC4CC(CC(C4)C2)C3)N1 (stereo not given)
    10.0, -0.8, 7.6, -0.6, 0.9, -4.1, ·, -0.8, 1.1, 2.0
C=CCn1c(SCC(=O)NCCc2ccccc2)nnc1C1CC1
    ·, -0.2, -0.4, -7.3, ·, -3.6, 1.8, -0.3, -2.4, -9.3
COCc1[nH][nH]c(=O)c1C=Nc1ccc(Oc2ccccc2)cc1
    15.2, 0.1, -6.0, 17.8, 1.3, -3.8, 1.1, i, -0.9, 10.8
CCOC(=O)[C@@H]1[C@H]2COc3cc(OC)ccc3[C@@H]2N2C(=O)N(c3ccc(C(F)(F)F)cc3)C(=O)[C@]12C
    1.1, 9.1, 5.6, 0.5, 7.2, 2.1, 2.3, -0.9, -3.5, -9.8
COc1ccccc1CNC(=O)COC(=O)c1ncc(Cl)c(Cl)c1Cl
    ·, 0.4, 2.2, 17.6, ·, -3.1, 1.5, -4.8, ?, 2.0
Cc1nn(-c2ccccc2)c(=O)c2noc(C)c12
    3.5, 0.0, 4.9, 4.2, -4.3, 12.8, 1.5, -0.7, -4.4, -9.9
CCOC(=O)c1c(NC(=O)CN2CCOCC2)sc2c1CC(C)(C)OC2
    -6.5, -0.5, -2.6, 16.3, 1.1, 0.4, ·, i, -1.8, 3.0
CCCCc1nc2ccccc2n1CC(=O)NN
    0.1, -2.6, 4.0, 16.8, -0.7, 7.1, ·, -0.4, -0.8, -1.2

Compound profiles, as listed above.
Results for CCOC(=O)c1cccc(NC(=O)CCS(=O)(=O)c2cccs2)c1 : VHR inh abs = 3.6; PfHsp40 yeast = 0.1; MazEF act = 2.3; Y pestis TopoI = 3.9; SARS 3CLpro inh = -4.8; Rv3671c inh = 0.7; TcdB GH inh = ·; BH1578 lux ind = i; Anthrax LF inh2 = -7.8; SSB-PriA inh = -10.5
Results for Cc1ccc(CNn2cnnc2SCc2ccc(F)cc2)cc1 : VHR inh abs = 8.8; PfHsp40 yeast = 1.0; MazEF act = -0.7; Y pestis TopoI = 13.4; SARS 3CLpro inh = 5.5; Rv3671c inh = 1.3; TcdB GH inh = ·; BH1578 lux ind = -2.4; Anthrax LF inh2 = -2.9; SSB-PriA inh = -0.3

Not all compounds are listed; rates above refer to the full screens.
